Screening results (PubChem BioAssay)
ER stress surv = ER stress cell death inhibition. CSM14.1 thapsigargin ER stress survival, ATP luminescence. relative survival (cellular ATP), % at 15 µg/mL (by protocol). 0.33% of 48,000 active. AID 1010;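 active = survival measured by cellular ATP above 50% at 15 µg/ml in the first screen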;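 also: cell death triggered by about 15 µM thapsigargin; ATP read 24 h after thapsigargin was added; plate controls were thapsigargin with DMSO for no effect and DMSO without thapsigargin for full effect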
* = called active by the depositor. A portion of the library; the hit share may differ from the screen's.

SMILES | ER stress surv
O=C(C(c1ccccc1)c1ccccc1)N1CCN(c2ccccc2)CC1 | -2
O=C(/C=C/c1ccc(Cl)cc1)Nc1ccc(F)c([N+](=O)[O-])c1 | -1
Cn1cc(N)c(C(=O)Nc2ccc3c(c2)C(=O)NC3=O)n1 | 12
O=C(COc1cccc([N+](=O)[O-])c1)Nc1cccc(-c2nc3ccccc3[nH]2)c1 | -2
CCOc1cc(/C=C2\C(=O)N(c3cccc(C(=O)O)c3)N=C2C)ccc1O | -1
O=C(/C=C/c1ccc(-c2ccccc2[N+](=O)[O-])o1)NCc1ccccc1 | 2
Cc1ccc(OCCCNC(C)(C)C)cc1C | -8
CCOC(=O)Cc1csc(NS(=O)(=O)c2ccc3ccccc3c2)n1 | -2
COc1cc(C=O)cc(Br)c1OCc1ccc([N+](=O)[O-])cc1 | -9
C#Cc1cccc(N2C(=O)c3ccc(Oc4ccc([N+](=O)[O-])cc4)cc3C2=O)c1 | -2
CCOc1ccc(NC(=O)CSc2nc(C)cc(C)n2)cc1 | 8
CC(C)(C)c1ccc(C(=O)NNC(=O)c2ccc(Cl)cc2Cl)cc1 | 0
S=C(NCCN1CCCCC1)NCc1ccccc1 | 3
C/C(=C\C(=O)c1ccc(C)cc1)Nc1ccc(I)cc1 | 8
COc1cc(/C=C2\SC(=S)NC2=O)cc(Br)c1OC(C)=O | 1
Cc1ccc(C(=O)NCCCn2ccnc2)cc1C | 0
Nc1cc(Cl)c(S(=O)(=O)NC2CCCCC2)cc1S(=O)(=O)NC1CCCCC1 | -1
CCSCCOC(=O)C1=C(C)NC2=C(C(=O)CCC2)C1c1cccc([N+](=O)[O-])c1 (stereo not drawn) | 9
COc1cccc(C(=O)N2N=C(C(F)(F)F)CC2(O)C(C)(C)C)c1 (stereo not drawn) | -2
CCOC(=O)CSc1nc(N)c2c3c(sc2n1)CCCCC3 | -7
O=C(NCC1CCCO1)c1ccc(I)cc1 (stereo not drawn) | 2
Cc1ccc(C(=O)Nc2ccc(N(C)C)cc2)cc1[N+](=O)[O-] | -2
CN1CCN(c2nc(-c3ccc(Cl)cc3)nc3ccccc23)CC1 | -2
Cc1cc(Cl)ccc1OC(C)C(=O)Nc1sc2c(c1C(N)=O)CCCC2 (stereo not drawn) | -2
O=C(O)c1ccc(-c2cccc(OC(F)(F)F)c2)o1 | 3
O=C(COc1ccc2ccc(=O)oc2c1)Nc1ccccn1 | 2
O=C(c1cccnc1)N1CCN(C(=O)c2cccc(F)c2)CC1 | 10
Cc1ccccc1/C=N/N1CCN(c2ccccc2)CC1 | 0
C=CCn1c(C)c(C(C)=O)c(N2CCCC2)nc1=S | 2
COc1ccc2c(c1)-c1c(ssc1=S)C(C)(C)N2C(=O)CSc1nncn1C | -2
N/C(=N\OC(=O)c1ccc(Br)cc1)c1cccnc1 | -10
C#CCOc1ccc(/C=C2\C(=O)NC(=O)N(c3ccc(OCC)cc3)C2=O)cc1Br | 8
Cc1ccc(C(=O)c2sc3nc4c(cc3c2N)CCC4)c(C)c1 | 9
CCOCCOC(=O)c1ccc(NC(=O)COc2cc(C)cc(C)c2)cc1 | 2
Cc1ccc(C(C)C)c(OCC(=O)Nc2ccc(F)c([N+](=O)[O-])c2)c1 | -17
CCc1cc(=O)oc2cc(OC)ccc12 | 6
C/C(=N\Nc1nnc(-c2ccccc2)c(-c2ccccc2)n1)c1ccc(C)cc1 | 2
CCCC(=O)N1CCN(c2ccc(C(=O)CC)cc2F)CC1 | 9
O=C1Nc2ccccc2/C1=N/N1C(=O)CSC1=S | 6
COc1cccc(OCCCCCCN2CCCC2)c1 | -1

Next section, starting with the last 2 of the part before.
SMILES | ER stress surv
O=C1Nc2ccccc2/C1=N/N1C(=O)CSC1=S | 6
COc1cccc(OCCCCCCN2CCCC2)c1 | -1
Cc1cc2nc(NCCCO)n(CC(=O)c3cc(C(C)(C)C)c(O)c(C(C)(C)C)c3)c2cc1C | -7
CC1=NN(c2nc(-c3ccc(F)cc3)cs2)C(=O)/C1=C\c1ccc2c(c1)OCO2 | 2
CCOC(=O)c1ccc(NC(=S)NC(=O)/C=C/c2ccccc2)cc1 | 9
Cc1ccc(N(CC(=O)NCc2ccc(Cl)cc2)S(C)(=O)=O)cc1 | 8
Cc1ccc(SCC(=O)Nc2cccc3ncccc23)cc1 | -2
O=C(Nc1cc([N+](=O)[O-])ccc1F)c1ccccc1 | 0
Cc1cccc(/C(N)=N/OC(=O)COc2ccc3ccccc3c2)c1 | 2
CC1=C(C#N)C(c2ccccc2Br)C2=C(CC(c3ccccc3)CC2=O)N1 (stereo not drawn) | 2
Cc1cccc(NC(=O)c2ccc(S(=O)(=O)N3CCCC3)cc2)c1 | -2
O=C(COC(=O)C1CC(O)CN1C(=O)Oc1ccccc1)c1ccc(Cl)cc1 (stereo not drawn) | 7
CCn1c(C)[n+](CC)c2ccc([N+](=O)[O-])cc21 | 4
COC(=O)c1ccccc1NC(=O)c1cc(Cl)ccc1Cl | 12
CC(C(=O)c1ccc(-c2ccccc2)cc1)[n+]1cccc(NC(=O)c2ccccc2)c1 (stereo not drawn) | -26
COc1ccc(Br)cc1C(=O)Nc1cccc(-c2nc3cc(C)ccc3o2)c1C | 5
Cc1cccc(C(=O)NC(NC(=O)c2cccc(C)c2)c2ccc(Br)cc2)c1 | 5
COc1ccccc1C(=O)NCCCC(=O)O | 7
O=C(Nc1cccc(O)c1)c1cc2nc(-c3ccccc3)cc(-c3ccccc3)n2n1 | 3
COc1ccc(OC)c(NC(=O)C2C3CCC(O3)C2C(=O)O)c1 (stereo not drawn) | 1
Cc1ccc(S(=O)(=O)N/N=C/c2ccc(-c3ccc([N+](=O)[O-])cc3Cl)o2)cc1 | 6
O=C(Cc1ccc(Br)cc1)Nc1nc2ccccc2s1 | 4
CCOC(=O)c1ccccc1NC(=O)CN(c1ccc(OC)c(Cl)c1)S(=O)(=O)c1ccccc1 | 3
Cc1ccc2c(c1)c1c(n2C)C(=O)CCC1 | 11
Cc1cc([N+](=O)[O-])ccc1NC(=O)COc1ccc(Cl)cc1 | 19
COC(=O)c1c(C)oc2ccc(OCC(=O)c3ccc(Br)cc3)cc12 | -1
O=C(CCN1C(=O)c2cccc3cccc(c23)C1=O)OCCCc1ccncc1 | 6
CC(=O)N1CCN(c2ccc(NC(=O)c3cccs3)cc2)CC1 | 2
COc1ccc(N=C(NOC(C)=O)c2ccc(Cl)cc2)c(OC)c1 | -6
COc1cc(N2CCN(Cc3ccccc3)CC2)c([N+](=O)[O-])nc1[N+](=O)[O-] | 14
Cc1cc(=O)[nH]c(SCc2ccc([N+](=O)[O-])cc2)n1 | 3
CC(C)=N/N=C1/NC(=O)C(CC(=O)Nc2ccc(C)cc2C)S1 (stereo not drawn) | 3
O=C(O)c1cccc2c1NC(c1ccc(Cl)cc1)C1CC=CC21 (stereo not drawn) | 7
O=C(N/N=C/c1ccc(OCc2ccccc2)cc1)c1ccc[n+](Cc2ccccc2)c1 | 7
COC(=O)C(NS(=O)(=O)c1ccccc1)C(C)C (stereo not drawn) | 1
CCOc1cccc(/C=C2\SC(=O)N(c3ccccc3)C2=O)c1O | 3
CCOC(=O)c1c(N)sc(C(=O)NC2CCCCC2)c1C | -11
Cc1ccc(-n2c(-c3ccccc3)nc3c(cnn3-c3ccccc3)c2=O)cc1 | 0
Cc1nc(SCN2C(=O)c3ccccc3C2=O)n[nH]1 | 6
O=C(O)C(=O)/C(N=Nc1ccc(Cl)cc1)=C(\O)c1ccc(Cl)cc1 | -14
COc1ccc(-n2nc3cc(C)c(NC(=O)Cc4ccccc4)cc3n2)cc1 | -2
COc1cc2ccccc2cc1C(=O)Nc1ccc(OC(F)(F)F)cc1 | 2

In another format: entries from further up
COc1ccc(N=C(NOC(C)=O)c2ccc(Cl)cc2)c(OC)c1
  ER stress surv: -6

O=C(N/N=C/c1ccc(OCc2ccccc2)cc1)c1ccc[n+](Cc2ccccc2)c1
  ER stress surv: 7

COc1ccc(-n2nc3cc(C)c(NC(=O)Cc4ccccc4)cc3n2)cc1
  ER stress surv: -2

COC(=O)C(NS(=O)(=O)c1ccccc1)C(C)C (stereo not drawn)
  ER stress surv: 1

Following part
SMILES | ER stress surv
CCCCCCNC(=O)c1[nH]ncc1[N+](=O)[O-] | 4
C=CCNC(=O)C(=O)NC1CCCCC1 | 3
COC(=O)C1=C(C)N=C2SCC(=O)N2C1c1ccccc1 (stereo not drawn) | 16
O=C(c1ccncc1)N1CCN(C(=O)c2cccc(F)c2)CC1 | 2
CCC(C(=O)N1CCOCC1)c1ccccc1 (stereo not drawn) | 6
CCC1=[N+](C)c2cccc3cccc(c23)N1C | -12
Cc1ccsc1/C=C(\C#N)c1nc(-c2cccc(Br)c2)cs1 | 7
COc1ccc(/C=C2/SC(=S)N(CC(=O)Nc3ccc(F)c(Cl)c3)C2=O)cc1OC | 3
CC(NC(=O)C12CC3(C)CC(C)(CC(C)(C3)C1)C2)C(=O)O (stereo not drawn) | 0
CCOC(=O)c1ccc(NC(=S)NC(NC(=O)Cc2ccccc2)C(Cl)(Cl)Cl)cc1 (stereo not drawn) | 2
Cc1ccc(OCC(=O)N2CCOCC2)c(Br)c1 | 10
COc1ccc(NC(=O)c2cc(-c3ccc(C)o3)nc3ccccc23)c(OC)c1 | 3
COc1ccc(N=Cc2c(O)n(-c3cc(OC)ccc3OC)c(=O)[nH]c2=O)c(OC)c1 | 1
c1csc(-c2nc3sc(-c4cccs4)nc3s2)c1 | 0
O=C(Nc1ccc(O)cc1)c1ccc(Oc2ccc([N+](=O)[O-])cc2)cc1 | 1
OCCNCCOc1ccc(Br)cc1 | -3
O=C(COc1ccc(Cl)cc1Br)Nc1ccc2c(c1)OCO2 | 10
CC(C)c1ccc(N2C(=O)NC(=O)/C(=C/c3ccccc3O)C2=O)cc1 | 22
CCOc1cc(/C=N/Nc2nc(N3CCOCC3)nc(N3CCOCC3)n2)ccc1OC(=O)c1ccco1 | 12
CCOC(=O)CCC(C(=O)C(C)C)C(=O)C(C)(C)OC (stereo not drawn) | 6
Cc1cccc(C)c1NC(=O)c1ccc(I)cc1 | 2
c1ccc(-c2nnc(NCc3nc4ccccc4[nH]3)c3ccccc23)cc1 | 6
Cc1ccc(OCC(=O)N2CCN(c3ccccn3)CC2)c(C)c1 | 4
COc1ccccc1N(CC(=O)Nc1ccc(C)cc1C)S(=O)(=O)c1ccccc1 | 4
CCCOc1ccc(C=Nc2ccc(Nc3ccccc3)cc2)cc1OC | -29
CC(C)C1=NN2C(=N)/C(=C/c3ccc(-c4cccc(C(=O)O)c4)o3)C(=O)N=C2S1 | 1
Clc1ccc(-c2ncc(-c3ccccc3)o2)cc1 | 1
O=C(COc1ccc(Cl)cc1Cl)Nc1ccc(Br)c(Cl)c1 | 4
CCCOc1cccc(C(=O)Nc2sc(CCC)cc2C(=O)OC)c1 | 10
CSc1ccc(C(C2=C(O)CC(C)(C)CC2=O)C2C(=O)CC(C)(C)CC2=O)cc1 (stereo not drawn) | 5
O=C(c1ccc(S(=O)(=O)N2CCCC2)cc1)N1CCCc2ccccc21 | 10
COc1ccc(OC)c(N2Cc3ccc(OC)c(OC)c3C2=O)c1 | 7
CS(=O)(=O)N(Cc1ccc(C(=O)Nc2ccc(F)c(Cl)c2)cc1)c1ccccc1 | 7
COC(=O)c1ccc(/C=C2\SC(=Nc3cccc(Cl)c3Cl)NC2=O)cc1 | 3
Cc1c(NC(=O)c2ccc(-c3ccc(Cl)cc3Cl)o2)cccc1-c1nc2ncccc2o1 | 2
O=C(Nc1ccc(Cl)c(Cl)c1)c1ccc2c(c1)OCCO2 | 2
Cc1ccc(/C=C(/C#N)c2nc3ccc(C)cc3[nH]2)cc1 | 10
Cc1sc(NC(=O)COc2ccccc2)c(C#N)c1C | 9
Cc1cccc(N2C(=O)C(Cl)=C(N3CCOCC3)C2=O)c1C | 1
O=C(COc1ccccc1[N+](=O)[O-])Nc1ccc(Br)cn1 | 1
COc1ccc(N2C(=O)/C(=C/c3cc(C)n(-c4ccccc4)c3C)C(=O)NC2=S)cc1 | 6
O=C(O)c1cccc(N2Cc3ccccc3C2)c1 | 2
Cc1cccc(N2C(=O)NC(=O)/C(=C\c3ccc(OCc4cccc(C(=O)O)c4)cc3)C2=O)c1 | -6
CN(C)CCCNC(=O)COc1ccc(Br)cc1 | -1
C=COCCNC(=O)C(=O)Nc1ccc(F)cc1 | 5
NC(=O)c1c(NC(=O)Nc2ccc(Cl)cc2)sc2c1CCCC2 | 12
O=C(NNC(=O)c1ccccc1[N+](=O)[O-])c1ccc(NC(=O)c2ccccc2[N+](=O)[O-])cc1 | 8
CNC(=O)c1ccc(C(=O)c2cc(OC)ccc2OC)cc1 | 9
COC(=O)c1c(NC(=O)C(F)(F)F)sc(Cc2ccccc2)c1C | 1
Cc1ccc(N2C(=O)C3C(C2=O)C2(C)C=CC3(C)O2)c([N+](=O)[O-])c1 (stereo not drawn) | 1
COc1ccc(Br)cc1/C=C/C(=O)Nc1cccc(C(F)(F)F)c1 | 0
O=C(NC(=S)Nc1cccc2ccccc12)c1ccc(Cl)cc1 | -3
O=C1C2C3C=CC(C2C(=O)N1c1ccc(F)cc1)C1C(=O)N(c2ccc(F)cc2)C(=O)C31 (stereo not drawn) | 2
CCc1cc(C)cc(OCCOc2cccc(/C=c3\sc4nc5ccccc5n4c3=O)c2)c1 | -2
Oc1ccc(-c2cn3c(n2)SCC3)cc1O | 17
O=C(O)CCCCCN1C(=O)C(=O)/C(=C(\O)c2ccc(Br)cc2)C1c1ccccc1F (stereo not drawn) | 10

Part of the list above in order of number of heavy atoms, low to high:
SMILES | ER stress surv
CNC(=O)c1ccc(C(=O)c2cc(OC)ccc2OC)cc1 | 9
COc1ccc(Br)cc1/C=C/C(=O)Nc1cccc(C(F)(F)F)c1 | 0
CCc1cc(C)cc(OCCOc2cccc(/C=c3\sc4nc5ccccc5n4c3=O)c2)c1 | -2
